Growth percent in the NCI-60 one-dose screen (48 h, 10 µM unless noted): 100 = growth as untreated, 0 = no growth, -100 = all killed.
HS 578T = HS 578T breast cancer; actives 4.1% (n = 78,000)
BT-549 = BT-549 breast cancer; actives 4.4% (n = 78,000)
T-47D = T-47D breast cancer; actives 5% (n = 79,000); AID 1794792
UACC-62 = UACC-62 melanoma | actives 5.4% (n = 81,000) | AID 1794756
MALME-3M = MALME-3M melanoma. actives 5.8% (n = 78,000)
UACC-257 = UACC-257 melanoma | actives 4.4% (n = 78,000)
MCF7 = MCF7 breast cancer; actives 6.3% (n = 82,000); AID 1794796
LOX IMVI = LOX IMVI melanoma; actives 7.4% (n = 79,000); AID 1794757
* marks the source's active call; other numbers are inactive results; nt = no result given; & = joins results of further samples; ! = not active in a repeat; [ ] = remark or other dose. The calls were made as follows: active = growth percent below 10; inactive = the rest.

Order of values: HS 578T | BT-549 | T-47D | UACC-62 | MALME-3M | UACC-257 | MCF7 | LOX IMVI
CCOc1ccc(N2C(N)=NC(N)=NC2(C)C)cc1
  96&36 | 83&60 | 86&38 | 95&41 | 92&25 | 72&19 | 6.3*! | 90&37
CCCCC[n+]1ccc(SCC(=O)N(C)c2ccc(Oc3ccccc3)cc2)c2ccccc21
  109 | 130 | 68 | 75 | 85 | 96 | 96 | 102
CC(C)CCCC(C)C1CCC2C3CCC4CC(NC(=O)C[N+]5(C)CCOCC5)CCC4(C)C3CCC12C (stereo unspecified)
  106 | 104 | 107 | 98 | 102 | 107 | 101 | 99
O=C(N/N=C/c1ccc(Cl)s1)c1[nH]c2ccc(Br)cc2c1-c1ccccc1
  27 | -18* | 65 | 41 | 53 | 52 | 8.0* | nt
O=Cc1cc2ccccc2c2ccccc12
  94 | 91 | 81 | 103 | 105 | 96 | 90 | 95
COc1c(F)ccc(C(=O)Nc2ccc3nc(NC(=O)C4CCCN(S(=O)(=O)c5cccc(C(F)(F)F)c5)C4)sc3c2)c1F (stereo unspecified)
  61 | 54 | 48 | 83 | 95 | 90 | nt | 87
COc1ccc2c(c1)O/C(=C\c1ccccc1OC)C2=O
  nt | 91 | 92 | 85 | 91 | 96 | 93 | 102
CCCCC(O)C(F)(F)Cl (stereo unspecified)
  110 | 105 | 99 | 106 | 91 | 94 | 95 | 95
CCCCOC(=O)c1ccc(Cl)c(Cl)c1
  112 | nt | 90 | 103 | 121 | 86 | 103 | 101
COc1cc(/C=C2\CC/C(=C\c3cc(CN4CCCC4)c(O)c(OC)c3)C2=O)cc(CN2CCCC2)c1O
  105 | 107 | 107 | 103 | 136 | 116 | 86 | 96
CCC(COC(=O)CS)(COC(=O)CS)COC(=O)CS
  nt | 119 | 84 | 99 | 85 | 92 | 102 | 99
Nc1nc(C(=O)N/N=C/c2ccccc2)nn1-c1ccc(S(N)(=O)=O)cc1
  89 | 95 | 98 | 99 | 103 | 101 | 98 | 98
CNc1nc(NC)nc(NNC(=O)c2ccccc2)n1
  104 | 99 | 99 | 93 | 117 | 111 | 96 | 100
Nc1ccc(-c2cn3cc(Cl)sc3n2)cc1
  115 | 100 | 107 | 104 | 106 | 90 | 90 | 102
Oc1ccc(Cl)cc1Cc1cc(Cl)ccc1O
  34 | 37 | nt | nt | 16 | 42 | 32 | 43
O=C(O)c1cn(C2CC2)c2cc(N3CCN(C(=O)N/N=C/c4ccc(Br)cc4)CC3)c(F)cc2c1=O
  83 | 29 | 68 | 49 | 86 | 92 | 88 | 59
Nc1c(C(=O)Nc2cccc(Br)c2)sc2nc3c(cc12)C(O)CCC3 (stereo unspecified)
  28 | 45 | 47 | 49 | 64 | 65 | 21 | 46
Cc1ncccc1C(=O)Nc1ccc(-n2cnc3ccccc32)cc1
  105 | 89 | 82 | 90 | 119 | 106 | 84 | 97
Nc1ccccc1C1=NC(c2ccccc2)(c2ccccc2)c2ccccc2N1
  117 | 115 | 80 | 90 | 101 | 95 | 95 | nt
COC(=O)C1CC(C(=O)OC)C2C(C(=O)OC)CC(C(=O)OC)C12 (stereo unspecified)
  99 | 97 | 110 | 86 | 108 | 100 | 110 | 103

More structures.
Order of values: HS 578T | BT-549 | T-47D | UACC-62 | MALME-3M | UACC-257 | MCF7 | LOX IMVI
COc1cc2c(c(OC)c1C(=O)CC(O)c1ccccc1)C=CC(C)(C)O2 (stereo unspecified)
  95 | 87 | 82 | 89 | 103 | 101 | 91 | 94
COc1cc2c(c(OC)c1OC)C(=O)/C(=C/c1cc(C)c(O)c(C)c1)S2
  29 | 57 | 48 | 51 | 46 | 78 | 22 | 26
O=S(=O)(/C=C/c1ccccc1)c1ccc(F)cc1
  103 | 103 | 97 | 94 | 94 | 93 | 91 | 90
COc1ccc(Cl)cc1NC(N)=S
  104 | 107 | 96 | 102 | 104 | nt | 96 | 97
O=C(CSc1nnc(-c2ccc(-c3nc4ccc(Cl)cc4[nH]3)cc2)o1)Nc1ccc(C(=O)/C=C/c2ccccc2)cc1
  96 | 100 | 100 | 90 | 103 | 101 | 58 | 95
CCOC(=O)C1=C(C)N=C2SC=C(c3ccccc3)N2[C@H]1c1cn[nH]c1-c1ccc(F)cc1
  98 | 95 | 95 | 77 | 102 | nt | nt | 99
N#CC(C(N)=O)c1ccccc1 (stereo unspecified)
  118 | 99 | 93 | 99 | 97 | 90 | 84 | 96
CC(=Nc1ccccc1)Nc1ccccc1
  104 | nt | 105 | 111 | 105 | 108 | 109 | 103
Nc1c(N=Nc2ccc([N+](=O)[O-])cc2)c(S(=O)(=O)O)cc2cc(S(=O)(=O)O)c(N=Nc3ccccc3)c(O)c12
  nt | 104 | 90 | 102 | 113 | 105 | 106 | 94
CC(c1ccccc1)N1C(=O)/C(=C2\SC(=S)N(C(C)c3ccccc3)C2=O)SC1=S (stereo unspecified)
  103 | 97 | 102 | 93 | 93 | 102 | 99 | nt
Cc1ccc(-c2csc(N(C(=O)N3CCN(c4cc5c(cc4F)c(=O)c(C(=O)O)cn5C4CC4)CC3)c3ccccc3)n2)cc1
  34 | -2.2* | 13 | 1.2* | 3.9* | 9.8* | 8.0* | 7.1*
N#Cc1cnn(C(=O)c2ccccc2Br)c1NC(=O)c1ccc(Cl)cc1
  nt | 104 | 102 | 101 | 97 | 95 | 88 | nt
O=C1C2CC=CCC2C(=O)N1C(O)C(Cl)(Cl)Cl (stereo unspecified)
  nt | 115 | 98 | 121 | 114 | 108 | 113 | 96
Cc1nnc(NS(=O)(=O)c2ccc(N=Nc3ccc(N)nc3N)cc2)s1
  105&121 | 108&90 | 114 | 111&97 | 110 | 117&105 | 106&105 | 101&93
Oc1ccccc1CNc1ccccc1
  108 | 99 | 92 | 97 | 114 | 103 | 99 | 102
O=C(O)/C=C/C(=O)Nc1cccc(Cn2nnc3cc(Cl)c(Cl)cc32)c1
  88 | 80 | 93 | 98 | 98 | 97 | 89 | 97
O=C(O)c1cc(N2CCCC2)ccn1
  101 | 103 | 110 | 105 | 111 | 106 | 113 | 114
N#CC1c2ccccc2C=CN1C(=O)N(c1ccccc1)c1ccccc1 (stereo unspecified)
  53 | 74 | -1.3* | 61 | nt | -1.1* | 50 | 36
c1ccc2c(c1)CCC2
  106 | nt | 113 | 106 | 127 | 123 | 100 | 108
Cc1cccc(Cl)c1NC(=O)N(C)c1ccccc1
  97 | 112 | 96 | 103 | 121 | nt | 97 | 103

(continued)
Order of values: HS 578T | BT-549 | T-47D | UACC-62 | MALME-3M | UACC-257 | MCF7 | LOX IMVI
CN(C)c1ccc2c(=O)cc[nH]c2c1
  132 | 106 | 90 | 103 | nt | 104 | 96 | 97
O=S(=O)(CS(=O)(=O)c1ccc(Cl)c(Cl)c1)c1ccc(Cl)c(Cl)c1
  98 | 113 | 95 | 101 | 103 | 123 | 94 | 106
NS(=O)(=O)c1ccc(CCNC(=O)CSc2ccc(-c3ccc(Br)cc3)nn2)cc1
  73 | 40 | 41 | 67 | 76 | 39 | nt | 60
COc1ccc2c(c1)c(-c1nonc1-c1cn(C)c3ccc(OC)cc13)cn2C
  34 | 46 | 39 | 26 | 42 | 62 | 21 | 40
O=C(NCCN1CCOCC1)c1ccc2c(c1)nc(Nc1cccc(Cl)c1)c1ccncc12
  105 | 105 | 102 | 81 | 107 | 108 | 96 | 96
C(=C\c1nc2ccccc2s1)/c1ccc(N2CCOCC2)s1
  112 | 90 | 1.7* | 31 | 103 | 90 | 80 | 57
O=C(CN1C(=O)/C(=C/c2ccccc2)SC1=S)N1CCOCC1
  106 | 98 | 78 | 93 | 84 | 96 | 81 | -35*
Cc1nn(-c2ccccc2)c(Oc2ccc(Br)cc2)c1/C=N\N=c1/sc2ccccc2n1C
  80 | 94 | 61 | 68 | 118 | 81 | 85 | 92
Cc1[nH]c2ncnc(Nc3ccc(C(=O)Nc4ccc(Cl)cc4)cc3)c2c1C
  95 | 104 | 95 | 99 | 109 | 98 | 93 | 110
COC(=O)CNC(=O)c1c(C)[nH]c(/C=C/C(=O)c2ccc(C(F)(F)F)c(F)c2)c1C
  104&94 | 104&100 | 85&91 | 92&102 | 94&96 | 103&101 | 90&95 | 100
CCOc1ccccc1/C=N\NC(=O)CCCCCCCCC(=O)N/N=C\c1ccccc1OCC
  93 | 112 | 82 | 80 | 113 | 98 | 49 | 96
O=S=C1C(=O)Nc2cc(Br)ccc21
  92 | 109 | 87 | 89 | 95 | 105 | 79 | 91
CCCCOC(=O)CCC(Br)(Br)Br
  105 | 107 | 106 | 104 | 99 | 108 | 107 | 102
Cc1cc(C)c2c(C(=O)/C=C/c3ccc4c(c3)Sc3ccccc3N4C)cc(C(=O)c3ccc(Br)cc3)n2c1
  95 | 105 | 103 | 94 | 90 | 105 | 98 | 101
O=S(=O)(Nc1ncccn1)c1ccc(-n2c(-c3cccs3)nc(-c3ccccc3)c2-c2ccccc2)cc1
  79 | 87 | 60 | 83 | 112 | 114 | 76 | 88
CC(C)CCC[C@@H](C)[C@H]1CC[C@H]2[C@@H]3C=CC4=CC=CC[C@]4(C)[C@H]3CC[C@]12C
  106 | 103 | 87 | 103 | 103 | 99 | 87 | 97
CCCCCCCCCCCCCCCCCCNC(=S)NC=C(C(N)=O)C(N)=O
  91 | 102 | 90 | 84 | nt | 99 | 96 | 91
C=C(C)[C@@H]1CC[C@]2(C(=O)NCC(=O)N[C@@H](CO)C(C)C)CC[C@]3(C)[C@H](CC[C@@H]4[C@@]5(C)CCCNC(C)(C)[C@@H]5CC[C@]43C)[C@@H]12
  93 | 96 | 88 | 103 | 80 | 99 | 89 | 103
O=[N+]([O-])c1cc(-c2ccccc2)cc([N+](=O)[O-])c1O
  102 | 99 | 94 | 107 | nt | 113 | 105 | 74
Cc1ccc(Cl)c(S(N)(=O)=O)c1
  nt | 108 | 112 | 106 | 115 | 96 | 115 | nt

Continuation:
Order of values: HS 578T | BT-549 | T-47D | UACC-62 | MALME-3M | UACC-257 | MCF7 | LOX IMVI
N#Cc1ccc(C(=O)Nc2nc3ccc(OC(F)(F)F)cc3o2)cc1
  117 | nt | 96 | 95 | nt | 107 | 94 | 103
CCC1(C)CC(C)(C)c2cc([N+](=O)[O-])c(C)c([N+](=O)[O-])c21 (stereo unspecified)
  103 | 104 | 87 | 102 | 104 | 95 | 99 | 100
CC(=O)Oc1c(C2=NN(C(C)=O)C(c3ccc(Cl)cc3)O2)sc2nnc(-c3ccccc3)c(-c3ccccc3)c12 (stereo unspecified)
  120 | 65 | 90 | 58 | nt | 113 | 74 | 99
COc1ccc(C(=O)Oc2ccc(Br)cc2)cc1
  106 | 94 | 106 | 106 | 97 | 92 | 100 | 98
COc1ccc2c(c1)C(C)Cc1c(Cl)nc(C)nc1N2C (stereo unspecified)
  27 | nt | 40 | 27 | 81 | 78 | 20 | 44
Cc1c(C(=O)NCCC(=O)NO)sc2ncnc(Nc3ccc(F)c(Cl)c3)c12
  103 | 114 | 107 | 102 | 113 | 100 | 95 | 99
O=Cc1ncc(-c2cc(C(F)(F)F)cc(C(F)(F)F)c2)c(NC2CCCCCC2)n1
  105 | 97 | 83 | 100 | 101 | 89 | 88 | 97
COc1ccc(-c2nn(-c3ccccc3)cc2C2Nc3ccccc3S2)cc1 (stereo unspecified)
  65 | 111 | 98 | 75 | 97 | 107 | 73 | 82
COc1cccc(/C=C2\Oc3cc(O)ccc3C2=O)c1OC
  106 | 109 | nt | 105 | 95 | 107 | 105 | 100
COc1cc2nc(Nc3cccc(F)c3)nc(Nc3cc(C)[nH]n3)c2cc1OC
  -59*[20 µM] | -84*[20 µM] | -46*[20 µM] | -96*[20 µM] | -98*[20 µM] | -62*[20 µM] | -66*[20 µM] | -82*[20 µM]
CCCNC(=O)c1c(C)oc2ncnc(Nc3cccc(Cl)c3)c12
  104 | 102 | 54 | 83 | 121 | 99 | 94 | 96
CCCc1nn(-c2ccccc2)c2c1C(c1cc3c(cc1Br)OCO3)C(C#N)=C(N)O2 (stereo unspecified)
  99 | 108 | 91 | 93 | 106 | 103 | 92 | 104
Cc1cc(C)nc(NS(=O)(=O)c2ccc(NCn3cnc4ccccc43)cc2)n1
  117 | 115 | 96 | 94 | 102 | 99 | 89 | 100
CC1=C(C)C(=O)C(N2CCC(Cc3ccccc3)CC2)=CC1=O
  92 | 84 | 73 | 70 | 81 | 61 | 55 | 36

Ordered by length of the SMILES (ascending): some entries from above.
Order of values: HS 578T | BT-549 | T-47D | UACC-62 | MALME-3M | UACC-257 | MCF7 | LOX IMVI
CCCNC(=O)c1c(C)oc2ncnc(Nc3cccc(Cl)c3)c12
  104 | 102 | 54 | 83 | 121 | 99 | 94 | 96
N#Cc1ccc(C(=O)Nc2nc3ccc(OC(F)(F)F)cc3o2)cc1
  117 | nt | 96 | 95 | nt | 107 | 94 | 103
Cc1cc(C)nc(NS(=O)(=O)c2ccc(NCn3cnc4ccccc43)cc2)n1
  117 | 115 | 96 | 94 | 102 | 99 | 89 | 100
CC(=O)Oc1c(C2=NN(C(C)=O)C(c3ccc(Cl)cc3)O2)sc2nnc(-c3ccccc3)c(-c3ccccc3)c12 (stereo unspecified)
  120 | 65 | 90 | 58 | nt | 113 | 74 | 99

Another view of 5 compounds above:
smiles	HS 578T	BT-549	T-47D	UACC-62	MALME-3M	UACC-257	MCF7	LOX IMVI
COc1ccc2c(c1)C(C)Cc1c(Cl)nc(C)nc1N2C (stereo unspecified)	27	nt	40	27	81	78	20	44
Cc1c(C(=O)NCCC(=O)NO)sc2ncnc(Nc3ccc(F)c(Cl)c3)c12	103	114	107	102	113	100	95	99
O=Cc1ncc(-c2cc(C(F)(F)F)cc(C(F)(F)F)c2)c(NC2CCCCCC2)n1	105	97	83	100	101	89	88	97
COc1ccc(-c2nn(-c3ccccc3)cc2C2Nc3ccccc3S2)cc1 (stereo unspecified)	65	111	98	75	97	107	73	82
COc1cccc(/C=C2\Oc3cc(O)ccc3C2=O)c1OC	106	109	nt	105	95	107	105	100

Assay outcomes (PubChem)
